Screening data: PubChem, Sanford-Burnham Center for Chemical Genomics
ATG4B inhibitor = ATG4B (human) cysteine protease inhibition | Q9Y4P1 | ATG4B cleavage of LC3-PLA2, NBD-HPC fluorescence, 1 h | inhibition, % at 8.33 µM | hit rate 0.51% among 340,000 | AID 504462; in the data active = inhibition above about 40%
SENP7 inh = inhibitors of human SENP7 protease; Q9BQF6; recombinant SENP7, Z-RLRGG-aminoluciferin luminescence, 40 min; AID 434973; hit rate 1.5% among 330,000; inhibition, % at 5 µM;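 active = inhibition above about 50% at the single test dose, limit read from the data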;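 note: plate controls were DMSO with enzyme for no effect and no enzyme buffer wells for full effect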
Target sequence (Q9BQF6 706-1050 limits assumed): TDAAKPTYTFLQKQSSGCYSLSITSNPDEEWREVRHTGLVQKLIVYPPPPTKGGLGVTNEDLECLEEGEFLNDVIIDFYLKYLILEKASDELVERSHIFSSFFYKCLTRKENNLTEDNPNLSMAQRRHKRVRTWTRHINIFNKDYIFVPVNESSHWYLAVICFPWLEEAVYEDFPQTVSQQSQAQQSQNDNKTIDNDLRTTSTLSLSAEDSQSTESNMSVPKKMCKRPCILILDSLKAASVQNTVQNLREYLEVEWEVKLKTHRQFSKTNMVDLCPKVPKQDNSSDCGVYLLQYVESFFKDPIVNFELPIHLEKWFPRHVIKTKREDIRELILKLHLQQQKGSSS
HKDC1 inhibitor = inhibitors of human hexokinase HKDC1 | AID 493160 | inhibition, % at 20 µM | hit rate 0.16% among 340,000 | recombinant HKDC1, G6PDH/diaphorase resazurin coupled fluorescence | Q2TB90;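 active = inhibition above about 35% when tested at 20 µM, limit read from the data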;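 note: plate controls were DMSO wells with enzyme for no effect and DMSO wells lacking enzyme for full effect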
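System: Recombinant HKDC1 hexokinase | Amount: HKDC1 at 5 µg/mL | Reagent: Glucose with 1 mM ATP | Doses: Single 20 µM dose | Incubation: Reaction time 90 min, room temperature, protected from light | Signal: Coupled resazurin fluorescence, excitation 525 nm, emission 613 nm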
SENP6 block = inhibitors of human SENP6 protease; Q9GZR1; hit rate 1.8% among 330,000; Recombinant SENP6 catalytic domain, aminoluciferin luminescence; inhibition, % at 10 µM;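 active = inhibition above about 50% at the single tested dose, limit read from the data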;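 note: plate controls were DMSO wells with enzyme for no effect and DMSO wells lacking enzyme for full effect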
Target sequence (Q9GZR1 628-1112 limits assumed): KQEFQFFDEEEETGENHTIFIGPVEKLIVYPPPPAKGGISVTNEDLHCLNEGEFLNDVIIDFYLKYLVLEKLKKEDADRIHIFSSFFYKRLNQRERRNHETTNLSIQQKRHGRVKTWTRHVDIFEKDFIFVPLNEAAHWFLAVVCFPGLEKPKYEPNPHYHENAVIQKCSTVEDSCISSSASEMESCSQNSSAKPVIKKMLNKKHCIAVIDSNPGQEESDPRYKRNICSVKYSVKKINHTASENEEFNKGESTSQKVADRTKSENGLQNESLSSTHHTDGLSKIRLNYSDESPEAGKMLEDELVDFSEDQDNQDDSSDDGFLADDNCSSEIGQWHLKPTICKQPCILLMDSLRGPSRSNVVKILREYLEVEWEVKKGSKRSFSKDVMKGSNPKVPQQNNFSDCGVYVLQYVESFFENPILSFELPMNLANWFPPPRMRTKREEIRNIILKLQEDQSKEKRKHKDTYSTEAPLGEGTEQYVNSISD
PfG6PD inh = PfG6PD (Plasmodium falciparum) enzyme inhibition | PfGluPho enzyme, NADPH resazurin-diaphorase fluorescence | inhibition, % at 20 µM | hit rate 0.78% among 350,000 | AID 504690;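 active = inhibition reaching at least a set limit at 20 µM in the primary screen, cut at about 59% in these data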;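 note: 0% = DMSO wells with substrate and 100% = DMSO wells lacking glucose-6-phosphate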
NR3A LBD binder = modulates the human NR3A ligand-binding domain | NR3A LBD differential scanning fluorimetry, Tm shift; 0% = protein alone, 100% = glycine-bound protein | Tm shift relative to glycine control, % at 25 µM | hit rate 2.5% among 340,000;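 active = melting temperature shift of at least 10% of the positive control shift, at one fixed dose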
SENP8 inh = blocks human SENP8 cleavage of Nedd8 substrate; recombinant SENP8, Nedd8 substrate fluorescence; inhibition, % at 20 µM; hit rate 0.64% among 360,000; AID 602440; in the data active = inhibition mostly above about 40%, no sharp cut-off; inactive = mostly below about 27%
Target sequence (Q96LD8 whole entry, looked up): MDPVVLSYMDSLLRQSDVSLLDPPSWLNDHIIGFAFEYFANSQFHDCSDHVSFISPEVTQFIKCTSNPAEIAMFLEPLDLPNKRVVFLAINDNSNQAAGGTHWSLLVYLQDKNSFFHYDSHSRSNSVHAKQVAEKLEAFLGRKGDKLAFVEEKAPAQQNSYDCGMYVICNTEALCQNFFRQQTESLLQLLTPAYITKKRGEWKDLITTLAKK
MPTP inh = blocks calcium-induced mitochondrial swelling | inhibition, % at 10 µM | hit rate 1.4% among 360,000 | isolated mouse mitochondria, Ca2+ swelling absorbance, 30 min;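 active = inhibition of 50% or more, scaled per plate between neutral and stimulator controls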;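 note: 0% = DMSO wells given calcium and 100% = 1 mM EGTA wells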
* = called active by the depositor; . = no result given.

mol	ATG4B inhibitor	SENP7 inh	HKDC1 inhibitor	SENP6 block	PfG6PD inh	NR3A LBD binder	SENP8 inh	MPTP inh
Cc1oc(-c2ccccc2Cl)nc1CS(=O)(=O)CC(=O)NC1CCCC1	-9	16	3	-8	-11	-2	13	0.3
CCn1c2ccccc2c2cc(NC(=O)CNCc3ccccc3OC)ccc21	-2	5	-4	-10	0	-7	-40	0.8
CCOC(=O)c1c(NC(=O)CSc2nnc(CNc3ccc(Cl)cc3)o2)sc(C)c1C	-1	-5	4	-8	3	-1	16	2.6
CC(=O)c1ccc(NC(=O)CSc2nc3ccccc3c(=O)n2CCCN2CCOCC2)cc1	1	-3	-5	-17	3	4	4	-1.0
CN(C)c1nc2n(c(=O)n1)CCO2	-1	8	8	-5	-15	-3	17	-0.8
CCCCOC(=O)C1=C(C)Nc2ncnn2C1c1cc(OC)c(OC)cc1OC (configuration not stated)	-4	1	-4	-18	-2	1	9	-2.1
CCN(CC)S(=O)(=O)c1cc(OC)c(Cl)cc1OC	0	3	-15	15	19	-2	6	-1.7
COc1ccc2c(c1)C(NC(=O)C(F)(F)F)CC2=O (configuration not stated)	0	-3	-2	-7	-8	0	10	-0.9
CN1CCN(CCC(=O)Nc2cccc(Br)c2)CC1	-6	-9	-6	-10	18	-2	6	1.2
CCOC(=O)C1CCN(C(=O)CCNC(=O)c2ccccc2OC)CC1	-2	-1	3	3	1	1	1	-0.1
Cc1oc(-c2ccccc2)nc1CSc1nc2c(c(=O)[nH]1)CCC2	12	0	7	-21	-7	-1	10	0.1
CCn1c(=O)cc(OCC(=O)N2CCN(c3ccc(F)cc3)CC2)c2ccccc21	-2	2	-11	-6	-13	-6	14	0.6
COc1ccc(C(=O)O)cc1NCc1ccc(C)s1	5	7	-5	-25	-10	-1	-96	0.1
COCCNC(=O)CN(C(=O)CCC(=O)Nc1ccccn1)c1cc(C)ccc1C	-2	1	-1	-2	-9	-1	0	-1.7
CC(OC(=O)Cn1nnc2ccccc21)C(=O)NC1CCCC1 (configuration not stated)	-5	-6	-3	17	-4	1	2	-2.4
Cc1ccnc(NC(=O)c2ccc(NC(=O)CC3SC(N4CCCC4)=NC3=O)cc2)c1 (configuration not stated)	1	5	-3	-10	3	1	8	-0.3
COc1ccc(/C=C/C(=O)Oc2cc(O)cc(O)c2)cc1	-4	2	-3	-19	-5	-1	10	-0.8
Fc1ccc(COc2ccc(Br)cc2CNCc2ccncc2)cc1	-4	-5	0	-1	36	-1	8	2.3
COc1ccc(N(CC(=O)N2CCOCC2)S(=O)(=O)c2ccccc2)cc1Cl	-3	-7	-6	-9	1	1	14	1.3
COc1ccc(NC(=S)N2CCN(S(=O)(=O)c3ccc(F)cc3)CC2)cc1OC	7	4	-6	-5	10	-1	22	-0.9
CC/C(=N\NC(=O)Nc1nonc1N)c1ccc(OC)c(OC)c1	3	-11	1	-23	-11	1	-4	2.8
CCC(C)c1ccccc1N1CC(C(=O)N2CCN(C(=O)c3ccco3)CC2)CC1=O (configuration not stated)	4	-3	-4	-22	-22	1	14	1.1
Cc1nc(N2CCN(c3ccccc3O)CC2)c2c(-c3ccccc3)csc2n1	-9	-13	7	-10	12	-10	13	0.7
Cc1ccccc1CC(=O)Nc1ccc(C(=O)N2CCCC2)cc1	-3	55*	4	41	13	-2	8	-1.9
CCOc1ccccc1N1C(=O)CC(N(O)c2ccccc2)C1=O (configuration not stated)	-8	3	-2	1	47	0	9	-0.4
COC(=O)[C@@H](NC(=O)c1cc(COc2cncc(Cl)c2)on1)c1ccccc1	8	4	3	2	-16	1	0	-0.1
Cc1cc2c(=O)oc(-c3ccccc3Br)nc2s1	10	.	17	.	-7	2	-52	-2.4
COc1cccc(NC(=O)CSc2nnc(CNC(=O)c3ccccc3)n2C)c1	8	-1	12	2	-3	0	18	-1.4
Cc1cc(C)cc(C(=O)NCCCc2ccccc2)c1	0	4	-6	-7	5	1	8	0.8
O=C(NCc1ccco1)c1ccc(Cl)c(S(=O)(=O)N2CCc3ccccc32)c1	0	1	-3	15	0	-1	17	7.3
Cc1cc([N+](=O)[O-])c(NC2CCCCC2)c([N+](=O)[O-])c1	6	-5	3	-16	-11	1	46*	0.6
CC(=O)Nc1ccc(S(=O)(=O)NC2CC(=O)N(c3cccc(F)c3)C2)cc1 (configuration not stated)	-11	-2	-2	-1	1	3	5	-1.1
CN(C)C(C(=O)Nc1cc(Cl)cc(Cl)c1)c1ccccc1 (configuration not stated)	-2	2	-3	-11	9	0	2	2.2
Cc1ccc(-n2nnnc2-c2cccnc2)cc1	-3	7	-9	-11	7	2	5	-1.0
Cc1cc(NC(=O)c2ccccc2)nc2c1c(=O)oc1ccccc12	8	8	1	-11	9	-2	-23	0.5
Cn1c(Cl)c(/C=N/OC(=O)c2ccccc2Cl)c2ccccc21	0	6	-6	-30	3	-4	-4	0.2
CCc1ccc(S(=O)(=O)NC2CC(C)(C)NC(C)(C)C2)cc1	5	6	0	16	2	-2	6	0.5
COCCN(C(=O)/C=C/c1cccc([N+](=O)[O-])c1)c1c(N)n(Cc2ccccc2)c(=O)[nH]c1=O	1	4	0	-3	-16	0	25	1.4
COc1ccc([N+](=O)[O-])cc1NC(=O)Nc1cccc(Cl)c1	-9	2	-5	8	11	29*	35	107*
O=C(c1cc2ccccc2o1)N1CCN(S(=O)(=O)c2cccs2)CC1	-2	6	-2	-6	1	2	18	-0.4
NC(=O)c1c[nH]c2ccccc12	-21	-8	-6	-9	0	0	20	-2.3
CC(=O)Nc1ccc(S(=O)(=O)N(C)Cc2cnn(C)c2)cc1	3	5	-13	1	6	0	3	-1.1
CCC(=O)N1CCN(c2nc3ccc(Br)cc3s2)CC1	2	0	-4	6	-3	2	11	-2.0
COc1ccc(S(=O)(=O)NC2CCc3ccccc32)cc1OC (configuration not stated)	-1	3	-5	-3	-17	0	21	-0.1
O=S(=O)(c1ccccc1F)N1CCN(C(=S)NCc2ccccc2)CC1	-9	-5	-7	-11	3	-3	8	-0.6
CCN(CC)S(=O)(=O)c1cccc(NC(=O)Nc2cccc(C(F)(F)F)c2)c1	9	-1	15	-3	26	31*	10	87*
COc1cccc(CNC(=S)Nc2ccc(Cl)cc2C)c1	12	9	-2	-1	1	-4	6	2.6
N[C@@H](Cc1ccc(O)cc1)c1nnc([C@H](CCC(=O)O)NC(=O)C2CCNCC2)o1	-10	1	-13	1	7	2	9	0.4
CC(=O)c1ccc(NC(=S)N2CCC(O)CC2)cc1	7	3	17	3	-11	0	-21	-1.0
Cc1cc(C)n2nc(SCc3nnc(-c4cccs4)o3)nc2n1	-4	-2	-3	14	-4	-4	1	2.1
CS(=O)(=O)N1CCN(C(=O)c2cc(-c3cccnc3)nc3ccc(Br)cc23)CC1	5	4	-4	-15	-18	-1	-8	-1.6
O=C(c1ccc2c(c1)OCCO2)C1CCN(S(=O)(=O)c2ccc(F)cc2)CC1	2	0	-4	2	16	0	12	-0.2
Cc1ccc(NC(=O)CN(C)CC(=O)Nc2cccc(F)c2)cc1S(=O)(=O)N1CCCCCC1	-17	-3	-1	3	19	3	17	20
O=C(CSc1ccc2nnc(-c3ccccc3)n2n1)N1CCCc2ccccc21	-15	-3	18	-23	6	-4	-224	3.5
CCCc1cc(=O)[nH]c(-n2[nH]c3c(c2=O)CCCC3)n1	14	10	1	13	-16	-1	3	-0.8
CCOC(=O)C1(CC2CCCCO2)CCN(C(=O)Nc2ccccc2)CC1 (configuration not stated)	5	-5	10	7	-18	-13	-4	-2.6

Continuation.
mol	ATG4B inhibitor	SENP7 inh	HKDC1 inhibitor	SENP6 block	PfG6PD inh	NR3A LBD binder	SENP8 inh	MPTP inh
COC(=O)CSc1nnc(SCc2ccccc2)s1	14	-4	-10	-8	-10	2	9	-0.3
CN(C)/C(Cn1cncn1)=C1/N=C(c2c(F)cccc2F)OC1=O	5	0	-11	-8	-10	-1	31	0.2
Cc1cc(C)c(NC(=O)COC(=O)C2CCC2)c(Cl)c1	-2	-2	-2	7	1	4	4	-1.1
COC(C(=O)NC1CCCCCCC1)c1ccccc1 (configuration not stated)	0	-16	-7	-9	-5	-4	4	1.5
Cc1nn(CC(=O)NCCCc2ccccc2)c(C)c1[N+](=O)[O-]	11	-10	-3	-6	-3	-1	14	-0.8
CC(CCc1ccccc1)NC(=O)/C=C/c1ccc(Cl)cc1 (configuration not stated)	5	-9	-4	-14	15	-7	7	4.3
O=C(c1cccnc1)N1N=C(C2CCCCC2)CC1(O)C(F)(F)F (configuration not stated)	16	0	8	-2	-16	0	15	-0.1
COCCn1c(-c2cccs2)nc2nc3ccccc3nc21	-12	1	-2	-2	11	-1	-492	0.8

For reference, some entries already given.
mol	ATG4B inhibitor	SENP7 inh	HKDC1 inhibitor	SENP6 block	PfG6PD inh	NR3A LBD binder	SENP8 inh	MPTP inh
Cc1cc(C)n2nc(SCc3nnc(-c4cccs4)o3)nc2n1	-4	-2	-3	14	-4	-4	1	2.1
CS(=O)(=O)N1CCN(C(=O)c2cc(-c3cccnc3)nc3ccc(Br)cc23)CC1	5	4	-4	-15	-18	-1	-8	-1.6
O=C(c1ccc2c(c1)OCCO2)C1CCN(S(=O)(=O)c2ccc(F)cc2)CC1	2	0	-4	2	16	0	12	-0.2
Cc1ccc(NC(=O)CN(C)CC(=O)Nc2cccc(F)c2)cc1S(=O)(=O)N1CCCCCC1	-17	-3	-1	3	19	3	17	20
O=C(CSc1ccc2nnc(-c3ccccc3)n2n1)N1CCCc2ccccc21	-15	-3	18	-23	6	-4	-224	3.5
CCCc1cc(=O)[nH]c(-n2[nH]c3c(c2=O)CCCC3)n1	14	10	1	13	-16	-1	3	-0.8
CCOC(=O)C1(CC2CCCCO2)CCN(C(=O)Nc2ccccc2)CC1 (configuration not stated)	5	-5	10	7	-18	-13	-4	-2.6
COC(=O)CSc1nnc(SCc2ccccc2)s1	14	-4	-10	-8	-10	2	9	-0.3
CN(C)/C(Cn1cncn1)=C1/N=C(c2c(F)cccc2F)OC1=O	5	0	-11	-8	-10	-1	31	0.2
Cc1cc(C)c(NC(=O)COC(=O)C2CCC2)c(Cl)c1	-2	-2	-2	7	1	4	4	-1.1
COC(C(=O)NC1CCCCCCC1)c1ccccc1 (configuration not stated)	0	-16	-7	-9	-5	-4	4	1.5
Cc1nn(CC(=O)NCCCc2ccccc2)c(C)c1[N+](=O)[O-]	11	-10	-3	-6	-3	-1	14	-0.8
CC(CCc1ccccc1)NC(=O)/C=C/c1ccc(Cl)cc1 (configuration not stated)	5	-9	-4	-14	15	-7	7	4.3
O=C(c1cccnc1)N1N=C(C2CCCCC2)CC1(O)C(F)(F)F (configuration not stated)	16	0	8	-2	-16	0	15	-0.1
COCCn1c(-c2cccs2)nc2nc3ccccc3nc21	-12	1	-2	-2	11	-1	-492	0.8

Next part:
mol	ATG4B inhibitor	SENP7 inh	HKDC1 inhibitor	SENP6 block	PfG6PD inh	NR3A LBD binder	SENP8 inh	MPTP inh
Cc1ccccc1NC(=O)Cc1nnc(SCc2ccc(Cl)c(Cl)c2)n1C	11	-1	7	6	3	-3	15	-0.2
N#C/C(C(=O)NCc1ccco1)=C1/SC(Cc2ccc(F)cc2)C(=O)N1c1ccccc1 (configuration not stated)	-6	1	-6	-4	5	0	5	-1.4
CCOc1ccc(S(=O)(=O)N2CCC(C(=O)N3CCOCC3)CC2)cc1Cl	0	4	-5	-4	5	2	2	0.0
Cc1ccc2cc(CN(Cc3ccco3)C(=S)NCC3CCCO3)c(=O)[nH]c2c1C (configuration not stated)	1	7	-5	-6	28	1	-9	1.1
